Assay outcomes: PubChem BioAssay, Broad Institute
TcdB inh: TcdB glycohydrolase inhibitors, primary screen, biochemical, single point, plate reader; Toxin B (Clostridioides difficile), P18177; TcdB glycohydrolase enzymatic assay; inhibition, % at 9.99 µM; 350,000 compounds, 0.24% hits; AID 652162, 2013; in the data active = inhibition above about 10%
PfHsp40 rescue: rescue of yeast from PfHsp40 toxicity, primary screen, S. cerevisiae, ATP luminescence; S. cerevisiae expressing PfHsp40, growth rescue; growth rescue, % at 12.5 µM; 340,000 compounds, 0.68% hits; AID 504582, 2011; in the data active = growth rescue above about 28%, passing the limit was not always enough;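 also: yeast W303a lacking pdr1 and pdr3 grown in galactose medium; growth measured after three days at 30 °C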
The depositor's hits bear a star; x = no result given; & = joins results of further samples.

Results follow in this order: PfHsp40 rescue	TcdB inh
(1) CC(=O)NC(CC(C)C)C(=O)NC(Cc1ccccc1)C(N)=O (stereo unspecified)
    -0.3	x
(2) COc1ccc(CS(=O)/C(Cl)=C(/Cl)C(=O)Nc2ccc(OC)nc2)cc1 (stereo unspecified)
    82*	x
(3) O=c1nc2n(c3c1oc1ccccc13)Cc1ccccc1-2
    8.6	x
(4) C#CCOCCOCCOCCNc1nc(N2CCN(C(=O)[C@H](Cc3cc4ccccc4[nH]3)n3cc([C@@H](N)Cc4ccc(O)cc4)nn3)CC2)nc(N2CCN(C(=O)[C@H](Cc3cc4ccccc4[nH]3)n3cc([C@@H](N)CC(C)C)nn3)CC2)n1
    0.1	x
(5) O=C(c1ccccn1)N1C[C@H]2[C@@H](c3ccccc31)[C@H](CO)N2C(=O)Cc1ccccc1
    x	0.9
(6) CC(C)NC(=O)[C@@]1(C)c2ccccc2C(=O)N(Cc2ccccc2)[C@H]1c1ccc(CO)cc1
    x	-0.6
(7) C[C@H](CO)N1C[C@H](C)[C@H](CN(C)Cc2ccc3c(c2)OCO3)Oc2ncc(C#CCN(C)C)cc2C1=O
    x	-2.0&0.0
(8) C[C@H](CO)N1C[C@H](C)[C@@H](CN(C)Cc2ccc3c(c2)OCCO3)OCc2cn(nn2)CCCC1=O
    x	0.7
(9) CO[C@@H]1CC[C@@H]2CCN(C)C(=O)[C@@H](C)CN(C)C(=O)c3cccc(C#N)c3OC[C@@H]1O2
    x	-0.4
(10) Cc1noc(C)c1S(=O)(=O)N(C)C[C@H]1Oc2ccc(NC(=O)Nc3cccc4ccccc34)cc2CC(=O)N([C@H](C)CO)C[C@H]1C
    x	-0.5

3 compounds out of the list, sorted by SMILES length, descending:
Results follow in this order: PfHsp40 rescue	TcdB inh
(7) C[C@H](CO)N1C[C@H](C)[C@H](CN(C)Cc2ccc3c(c2)OCO3)Oc2ncc(C#CCN(C)C)cc2C1=O
    x	-2.0&0.0
(5) O=C(c1ccccn1)N1C[C@H]2[C@@H](c3ccccc31)[C@H](CO)N2C(=O)Cc1ccccc1
    x	0.9
(3) O=c1nc2n(c3c1oc1ccccc13)Cc1ccccc1-2
    8.6	x

New compounds follow.
Results follow in this order: PfHsp40 rescue	TcdB inh
(11) O=C(N[C@H]1C=C[C@@H](CC(=O)N2CCCCC2)O[C@H]1CO)c1cccc(F)c1
    x	-1.9
(12) C[C@H](NC(=O)C[C@H]1C=C[C@@H](NC(=O)Cc2ccccn2)[C@H](CO)O1)c1ccccc1
    x	-0.3
(13) O=C(NCC[C@H]1CC[C@@H](NC(=O)c2ccccc2F)[C@H](CO)O1)c1ccc2c(c1)OCO2
    x	1.5
(14) Cc1noc(C)c1NC(=O)N(C)C[C@H]1Oc2ncc(/C=C/c3ccccc3)cc2C(=O)N([C@H](C)CO)C[C@H]1C
    x	0.6
(15) COc1ccc(CN(C)C[C@H]2Oc3ccc(NC(=O)CCC(F)(F)F)cc3CC(=O)N([C@@H](C)CO)C[C@H]2C)cc1
    x	0.1
(16) O=C(C1CCC1)N1C[C@H]2[C@@H](c3ccccc31)[C@H](CO)N2C(=O)Nc1cccc(F)c1
    x	0.9
(17) O=C(Nc1cccc(F)c1)N1CC(=O)N2[C@H](CO)[C@H](c3ccc(-c4ccccc4)cc3)[C@H]2C1
    x	0.4
(18) C[C@H](CO)N1C[C@H](C)[C@H](CN(C)C)OCCCC[C@H](C)Oc2ccc(NC(=O)C3CCCCC3)cc2C1=O
    x	-2.1
(19) C[C@@H]1CN([C@@H](C)CO)C(=O)c2cc(NC(=O)CCN3CCOCC3)ccc2O[C@H]1CN(C)S(C)(=O)=O
    x	1.7
(20) O=C(O)CCCCCCC(=O)NOCc1ccccc1
    x	1.0

Results follow in this order: PfHsp40 rescue	TcdB inh
(21) CCNC(=O)C[C@H]1CC[C@@H]2[C@H](COC[C@H](O)CN2C(=O)CC)O1
    x	-0.3
(22) CNC[C@H]1Oc2ccc(NS(=O)(=O)c3c(C)noc3C)cc2CC(=O)N([C@@H](C)CO)C[C@H]1C
    x	0.3
(23) COc1ccc(S(=O)(=O)N(C)C[C@@H]2Oc3ccc(NC(=O)Nc4ccc5c(c4)OCO5)cc3CC(=O)N([C@@H](C)CO)C[C@@H]2C)cc1
    x	0.5
(24) O=C(C[C@@H]1CC[C@H]2[C@@H](COC[C@H](O)CN2C(=O)Nc2ccc(Cl)cc2)O1)NCCc1ccncc1
    x	-0.1
(25) O=C(c1cnccn1)N1CC(=O)N2[C@H](C1)[C@@H](c1ccc(C#CC3CCCC3)cc1)[C@@H]2CO
    x	0.9
(26) C[C@H](CO)N1C[C@H](C)[C@H](CN(C)Cc2ccc(C(F)(F)F)cc2)Oc2c(NS(=O)(=O)c3ccccc3)cccc2C1=O
    x	0.7
(27) C[C@@H]1CN([C@@H](C)CO)C(=O)c2cccc(NS(=O)(=O)c3cn(C)cn3)c2O[C@@H]1CN(C)C(=O)NC1CCCCC1
    x	-0.8
(28) C[C@H](CO)N1C[C@H](C)[C@@H](CN(C)C(=O)Nc2ccc3c(c2)OCO3)Oc2c(NC(=O)Nc3cccc4ccccc34)cccc2C1=O
    x	0.2
(29) O=C(C[C@@H]1C[C@@H]2c3cc(NS(=O)(=O)c4ccc(F)cc4)ccc3O[C@@H]2[C@@H](CO)O1)NCc1cccc(F)c1
    x	-0.1
(30) CC(C)NC(=O)N(C)C[C@@H]1Oc2ncc(C#CC3CCCC3)cc2C(=O)N([C@H](C)CO)C[C@@H]1C
    x	0.1

Results follow in this order: PfHsp40 rescue	TcdB inh
(31) C[C@H](CO)N1C[C@H](C)[C@H](CN(C)C(=O)CN(C)C)Oc2ncc(/C=C/c3ccccc3)cc2C1=O
    x	-0.3
(32) C[C@@H](NC(=O)C[C@H]1C[C@@H]2c3cc(NS(C)(=O)=O)ccc3O[C@@H]2[C@H](CO)O1)c1ccccc1
    x	0.7
(33) CCC(=O)Nc1ccc2c(c1)C(=O)N(C)C[C@H](OC)[C@@H](C)CN(CCC(F)(F)F)[C@H](C)CO2
    x	-0.2
(34) C[C@H]1CN([C@@H](C)CO)C(=O)c2cc(NC(=O)Cn3cnnn3)ccc2O[C@H]1CN(C)Cc1ccc(C(=O)O)cc1
    x	-12
(35) COc1ccccc1-c1ccc([C@@H]2[C@@H](CO)N3CCCCN(C(=O)c4ccncc4)C[C@@H]23)cc1
    x	-20
(36) C[C@@H]1CN([C@H](C)CO)C(=O)c2c(c3ccccc3n2C)-c2ccccc2CO[C@@H]1CN(C)Cc1ccc2c(c1)OCCN2C
    x	0.0
(37) COCC(=O)N(C)C[C@H]1Oc2cc(-c3ccc(F)cc3)ccc2S(=O)(=O)N([C@H](C)CO)C[C@@H]1C
    x	0.4
(38) C[C@H]1CN([C@@H](C)CO)C(=O)c2cc(C#CC3(O)CCCC3)cnc2O[C@H]1CN(C)C(=O)Nc1ccc2c(c1)OCO2
    x	0.2
(39) C[C@@H]1CN([C@@H](C)CO)C(=O)Cc2cc(NC(=O)Nc3ccc4c(c3)OCO4)ccc2O[C@H]1CN(C)Cc1ccc(-c2ccccc2)cc1
    x	0.0
(40) O=C(N[C@H]1CC[C@@H](CCn2cc(C3(O)CCCC3)nn2)O[C@H]1CO)c1ccccc1F
    x	-0.3

Results follow in this order: PfHsp40 rescue	TcdB inh
(41) Cc1noc(C)c1S(=O)(=O)N(C)C[C@@H]1Oc2ccc(NC(=O)Nc3ccc(F)cc3)cc2CC(=O)N([C@H](C)CO)C[C@H]1C
    x	-6.4
(42) CNC[C@H]1Oc2ccc(NC(=O)CCCN(C)C)cc2C(=O)N([C@H](C)CO)C[C@@H]1C
    x	0.5
(43) C[C@@H]1CN([C@@H](C)CO)C(=O)c2cc(C#CC3CC3)cnc2O[C@H]1CN(C)Cc1ccncc1
    x	-0.7
(44) C[C@@H]1CCCCO[C@H](CN(C)Cc2ccc(C(=O)O)cc2)[C@H](C)CN([C@H](C)CO)C(=O)c2cc(NC(=O)Nc3ccccc3)ccc2O1
    x	-7.1
(45) C[C@@H]1CCCCO[C@@H](CN(C)CC2CCCCC2)[C@@H](C)CN([C@H](C)CO)C(=O)c2cc(NC(=O)CCCN(C)C)ccc2O1
    x	0.6
(46) CNC[C@H]1Oc2cc(C#CCN(C)C)ccc2S(=O)(=O)N([C@@H](C)CO)C[C@@H]1C
    x	-0.2
(47) C[C@@H]1CN([C@@H](C)CO)C(=O)Cc2cc(NC(=O)CCCN(C)C)ccc2O[C@H]1CN(C)CC1CCCCC1
    x	-0.9
(48) Cc1noc(C)c1NC(=O)Nc1ccc2c(c1)C(=O)N([C@H](C)CO)C[C@@H](C)[C@@H](CN(C)Cc1ccncc1)OCCCC[C@@H](C)O2
    x	-1.0
(49) Cc1noc(C)c1NC(=O)NCC[C@H]1CC[C@@H](NC(=O)Nc2cccc(Cl)c2)[C@@H](CO)O1
    x	-0.1
(50) COc1ccc(S(=O)(=O)N(C)C[C@@H]2Oc3ccc(NC(=O)CCC(F)(F)F)cc3C(=O)N([C@@H](C)CO)C[C@H]2C)cc1
    x	0.1

Results follow in this order: PfHsp40 rescue	TcdB inh
(51) CS(=O)(=O)N1CC(=O)N2[C@@H](CO)[C@H](c3ccc(C#Cc4cccc(F)c4)cc3)[C@@H]2C1
    x	1.2
(52) CCNC(=O)C[C@H]1CC[C@@H]2[C@H](COc3ccc(NC(=O)c4ccc(F)cc4)cc3C(=O)N2C)O1
    x	3.5
(53) COCC(=O)NC[C@@H]1[C@H](c2ccc(-c3ccccc3)cc2)[C@@H](CO)N1C(C)=O
    x	0.2
(54) O=C(N[C@@H]1CC[C@@H](CCNS(=O)(=O)c2ccc(F)cc2)O[C@@H]1CO)c1cccc(F)c1
    x	0.7
(55) Cn1cnc(S(=O)(=O)N2C[C@@H](O)COC[C@@H]3O[C@@H](CC(=O)NCc4cc(F)cc(F)c4)CC[C@H]32)c1
    x	-1.1
(56) C[C@@H]1CN([C@H](C)CO)C(=O)c2cc(NC(=O)NC3CCCCC3)ccc2O[C@@H](C)CCCCO[C@H]1CN(C)Cc1ccc(C(=O)O)cc1
    x	0.1
(57) O=C(C[C@H]1C[C@@H]2c3cc(NC(=O)Nc4ccccc4F)ccc3O[C@@H]2[C@H](CO)O1)NCc1cc(F)ccc1F
    x	-7.4
(58) O=C(C[C@@H]1CC[C@@H]2[C@H](COC[C@@H](O)CN2Cc2ccc(Oc3ccccc3)cc2)O1)N1CCOCC1
    x	-1.1
(59) CO[C@H](CN(C)C(=O)C1CC1)[C@@H](C)CN(C(=O)Nc1ccc(C(F)(F)F)cc1)[C@H](C)CO
    x	-1.4
(60) CCCC(=O)N1CCC2(CC1)CN(Cc1cccnc1)[C@@H](CO)c1[nH]c3cc(OC)ccc3c12
    x	0.2

Results follow in this order: PfHsp40 rescue	TcdB inh
(61) CCCNC(=O)Nc1ccc2c(c1)OC[C@@H](C)N(Cc1ccccn1)C[C@@H](C)[C@@H](OC)CN(C)C2=O
    x	1.6
(62) CO[C@H]1CN(C)C(=O)c2ccc(NS(=O)(=O)CC(F)(F)F)cc2OC[C@H](C)N(Cc2ccccn2)C[C@@H]1C
    x	0.6
(63) COc1ccc(CN(C)C[C@@H]2Oc3ccc(NC(=O)Nc4c(C)noc4C)cc3CC(=O)N([C@H](C)CO)C[C@H]2C)cc1
    x	-0.4
(64) COc1ccc(CN(C)C[C@@H]2OCCCC[C@@H](C)Oc3ccc(NS(=O)(=O)c4ccc(F)cc4)cc3C(=O)N([C@H](C)CO)C[C@H]2C)cc1
    x	1.3
(65) COc1ccc(C#Cc2ccc([C@@H]3[C@H]4CN(C(=O)Nc5ccccc5)CCCCN4[C@H]3CO)cc2)cc1
    x	0.7
(66) C[C@@H]1CN([C@H](C)CO)C(=O)Cc2cc(NC(=O)CCCN(C)C)ccc2O[C@H]1CN(C)C
    x	0.6
(67) COc1cccc(-c2ccc3c(c2)O[C@H](CN(C)C(=O)C2CCOCC2)[C@H](C)CN([C@H](C)CO)S3(=O)=O)c1
    x	-0.6
(68) O=S(=O)(c1ccccc1F)N1CCCCN2[C@H](C1)[C@@H](c1ccc(-c3ccccc3)cc1)[C@@H]2CO
    x	-4.0
(69) C[C@@H]1CN([C@H](C)CO)C(=O)Cc2cc(NC(=O)Cn3cnnn3)ccc2O[C@@H]1CN(C)C(=O)Nc1ccccc1
    x	0.2

Grouped by structure, the entries above with an aryl methoxy group
Results follow in this order: PfHsp40 rescue	TcdB inh
(2) COc1ccc(CS(=O)/C(Cl)=C(/Cl)C(=O)Nc2ccc(OC)nc2)cc1 (stereo unspecified)
    82*	x
(15) COc1ccc(CN(C)C[C@H]2Oc3ccc(NC(=O)CCC(F)(F)F)cc3CC(=O)N([C@@H](C)CO)C[C@H]2C)cc1
    x	0.1
(23) COc1ccc(S(=O)(=O)N(C)C[C@@H]2Oc3ccc(NC(=O)Nc4ccc5c(c4)OCO5)cc3CC(=O)N([C@@H](C)CO)C[C@@H]2C)cc1
    x	0.5
(35) COc1ccccc1-c1ccc([C@@H]2[C@@H](CO)N3CCCCN(C(=O)c4ccncc4)C[C@@H]23)cc1
    x	-20
(50) COc1ccc(S(=O)(=O)N(C)C[C@@H]2Oc3ccc(NC(=O)CCC(F)(F)F)cc3C(=O)N([C@@H](C)CO)C[C@H]2C)cc1
    x	0.1
(60) CCCC(=O)N1CCC2(CC1)CN(Cc1cccnc1)[C@@H](CO)c1[nH]c3cc(OC)ccc3c12
    x	0.2
(63) COc1ccc(CN(C)C[C@@H]2Oc3ccc(NC(=O)Nc4c(C)noc4C)cc3CC(=O)N([C@H](C)CO)C[C@H]2C)cc1
    x	-0.4
(64) COc1ccc(CN(C)C[C@@H]2OCCCC[C@@H](C)Oc3ccc(NS(=O)(=O)c4ccc(F)cc4)cc3C(=O)N([C@H](C)CO)C[C@H]2C)cc1
    x	1.3
(65) COc1ccc(C#Cc2ccc([C@@H]3[C@H]4CN(C(=O)Nc5ccccc5)CCCCN4[C@H]3CO)cc2)cc1
    x	0.7
(67) COc1cccc(-c2ccc3c(c2)O[C@H](CN(C)C(=O)C2CCOCC2)[C@H](C)CN([C@H](C)CO)S3(=O)=O)c1
    x	-0.6

A portion of the library; count on the stated rates, not on these rows.
